Compound activity as filed in PubChem.
MC4R antag cAMP: human MC4R antagonism in cAMP assay; P32245; MC4R-expressing cells, MTII-stimulated cAMP, LANCE TR-FRET; inhibition, % at 6.5 µM; hit rate 0.48% among 360,000;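 active means inhibition above its plate's cutoff, the mean of tested wells on that plate plus 3 SD, cut at about 29% in these data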;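 further: 0% = Melanotan II alone and 100% = Melanotan II plus saturating MCL0020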
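Material: human MC4R-expressing U2OS cells. Probe or stimulus: Melanotan II challenge. Dosing: 6.5 µM single dose. Times: 30-min compound, 1-h challenge, 1-h detection, room temperature. Technique: TR-FRET with Eu-cAMP and labeled anti-cAMP, 671 nm. Replication: singlicate.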
aDG glyco up: alpha-DG glycosylation activation | Pro5-aDG cells, alpha-DG glycosylation AlphaScreen (IIH6); 0% Pro5, 100% B10-LARGE cell signal | activation, % at 10 µM | hit rate 0.22% among 360,000 | AID 624168;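 active means activation of at least 8% versus controls, or a plate z-score of at least 8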;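 further: Pro5 are CHO cells carrying HIG-tagged alpha-DG that lacks glycosylation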
m5-HT2A agonist: activates the mouse 5-HT2A serotonin receptor. AID 624169. hit rate 0.66% among 360,000. CHO-K1 mHTR2A beta-arrestin complementation, luminescence; percent of 30 µM serotonin response. activation, % at 7.6 µM. P35363;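 active means activation above a run cutoff, the mean activation of all tested compounds plus 3 SD, cut at about 14% in these data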;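 further: 0% = plate median of compound wells and 100% = 30 µM serotonin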
CaV13 ICDI inh: Disruptors of the CACNA1D IQ motif to Ca2+-dependent inactivation inhibitor domain association, primary screening, Förster resonance energy transfer in intact living …; HEK cells, CFP/YFP FRET ICDI-IQ, plate reader, 10 min; percent FRET-ratio fall versus neutral wells; inhibition, % at 12.3 µM; hit rate 0.098% among 340,000; AID 743397;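 active means mean replicate inhibition of at least 30% and at least 1% of replicates passing that level; inconclusive means only one of the two criteria is met; inactive means neither criterion is met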;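 further: 0% = median of the neutral control wells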
Vif inh: HIV Vif inhibition; HEK293T cells, Vif self-association by quenched fluorescence, imaging, 24 h; inhibition, % at 7.49 µM; hit rate 0.35% among 340,000; in the data active means inhibition above about 50%, passing the limit was not always enough; inconclusive means no clear call, values can overlap the other calls; inactive means below about 31%; further: some results filed as inactive read as strong as hits
N-glyco inh: N-linked glycosylation inhibition | D54 ERlucT glycosylation luciferase reporter, 24 h; percent of 100 nM tunicamycin response | reporter increase, % at 12.5 µM | hit rate 0.23% among 360,000;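 active means mean luciferase reporter signal, scaled so untreated is 0 and the glycosylation-blocking control 100, at or above a set limit in every replicate; inconclusive means mean reaches the limit but not every replicate does; inactive means mean below the limit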;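 further: luciferase carries N-glycosylation sites so blocking glycosylation raises the light; 0% = median of neutral control wells and 100% = median of 100 nM tunicamycin wells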
ABCB6 inh 2: inhibitors of human ABC transporter ABCB6; K562-ABCB6 porphyrin accumulation, flow cytometry, 1 h; active compounds read low; hit rate 0.19% among 360,000; fluorescence ratio to DMSO, % at 10 µM; Q9NP58; AID 602162;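 active means fluorescence ratio to DMSO below 75%, the collection mean minus 3 SD; inconclusive means too few cells collected in the well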;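 further: signal is porphyrin accumulated inside mitochondria; 100% equals median channel fluorescence of DMSO control wells; lower ratio means ABCB6 inhibition with less porphyrin fluorescence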
Target sequence (Q9NP58 whole entry, looked up): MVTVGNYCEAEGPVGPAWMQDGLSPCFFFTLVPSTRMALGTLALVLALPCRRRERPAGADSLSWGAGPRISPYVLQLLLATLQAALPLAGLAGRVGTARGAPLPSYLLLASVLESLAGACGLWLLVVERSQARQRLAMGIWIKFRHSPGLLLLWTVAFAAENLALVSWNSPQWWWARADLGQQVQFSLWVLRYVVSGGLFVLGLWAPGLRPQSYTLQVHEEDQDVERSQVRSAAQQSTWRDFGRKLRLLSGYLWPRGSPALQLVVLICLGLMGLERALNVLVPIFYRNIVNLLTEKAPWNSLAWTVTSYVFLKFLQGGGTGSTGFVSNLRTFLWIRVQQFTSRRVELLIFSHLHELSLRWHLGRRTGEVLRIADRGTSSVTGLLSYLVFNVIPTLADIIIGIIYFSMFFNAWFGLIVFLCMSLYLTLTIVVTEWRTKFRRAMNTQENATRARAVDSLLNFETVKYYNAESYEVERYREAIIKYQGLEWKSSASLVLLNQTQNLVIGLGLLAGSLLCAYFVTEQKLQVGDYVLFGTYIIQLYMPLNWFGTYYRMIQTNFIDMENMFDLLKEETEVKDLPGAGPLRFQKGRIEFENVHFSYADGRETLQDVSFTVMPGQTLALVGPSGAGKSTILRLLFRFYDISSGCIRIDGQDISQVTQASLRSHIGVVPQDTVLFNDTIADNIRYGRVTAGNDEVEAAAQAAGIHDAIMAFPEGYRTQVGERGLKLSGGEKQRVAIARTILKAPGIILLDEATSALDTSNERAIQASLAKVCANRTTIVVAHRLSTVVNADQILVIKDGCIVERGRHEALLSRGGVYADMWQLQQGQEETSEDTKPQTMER
MC4R ag barr: human MC4R agonism via beta-arrestin. U2OS MC4R beta-arrestin complementation, luminescence; percent of melanotan II response, DMSO zero. activation, % at 8.9 µM. hit rate 0.98% among 360,000. AID 540308;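 active means activation above a per-plate cutoff, the mean activation of sample wells on that plate plus 3 SD, cut at about 8% in these data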
PDI turbidity: blocks human protein disulfide isomerase activity; inhibition, % at 10 µM; hit rate 0.052% among 350,000; AID 588391; PDI insulin aggregation turbidity, A650, 90 min;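 active means mean inhibition across replicates of 30% or more, whatever share of single replicates reach that level; inconclusive means mean inhibition below 30% while every single replicate reaches 30%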;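 further: absorbance from insulin aggregation driven by PDI reduction with DTT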
Cardio protect: protects H9c2 cardiomyocytes from peroxide injury; protection from H2O2 cell death, % at 20 µM; hit rate 0.63% among 360,000; H2O2 injury protection, ATPLite, 2 h;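 active means compounds giving at least 50% protection of heart cells from peroxide-induced death in the single-dose screen, raw or plate-pattern-corrected value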;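 further: 0% = DMSO wells with peroxide and 100% = DMSO wells without peroxide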
The depositor's hits bear a star; ? = inconclusive; . = no result given. Rows were taken by chance. About 3.6% of those tested had a hit in this group.

SMILES	MC4R antag cAMP	aDG glyco up	m5-HT2A agonist	CaV13 ICDI inh	Vif inh	N-glyco inh	ABCB6 inh 2	MC4R ag barr	PDI turbidity	Cardio protect
CCOc1ccc(NC(=O)Cn2nnc(C(=O)NCCc3ccc(OC)c(OC)c3)c2N)cc1	9.3	0.0	1.8	-5.3	0.4	-0.6	90.0	1.5	-1.9	1.1
Cc1nnsc1SCCNC(=O)Nc1ccc(Cl)cc1	-2.6	1.2	-2.9	-2.2	-1.6	-2.3	91.0	-2.9	-4.2	-20.2
Fc1ccc2c(c1)C(c1ccncc1)=NNC(c1ccc(Br)cc1)=N2	9.9	0.0	-5.7	-4.5	12.9	0.3	88.0	0.9	-18.1	3.8
CC(Sc1nnc(C2CC2)n1C1CC1)C(=O)Nc1ccc(C(N)=O)cc1 (centres undefined)	2.0	0.0	0.4	-5.3	-3.5	1.9	100.0	-0.6	-2.4	3.7
CC(=O)C1=CCC(c2cccs2)N(S(=O)(=O)c2ccc(C)cc2)C1 (centres undefined)	.	0.2	-3.6	.	.	-2.5	100.0	.	.	5.1
COc1ccc(/C=C/C(=O)c2ccc3c4c(cccc24)CC3)cc1	12.2	-0.4	0.8	-4.8	-0.9	?	99.0	-3.1	10.1	-17.2
CC1CCCN(C(=O)CCCNC(=O)c2ccc(Cl)cc2)C1 (centres undefined)	5.0	0.1	6.1	-5.0	-7.4	-1.5	91.0	-1.6	-2.3	4.0
COC(=O)c1cn(NC(=O)c2ccc([N+](=O)[O-])cc2Cl)c(=O)c2ccccc12	17.6	-0.7	-3.5	-3.0	-5.4	0.0	96.0	2.1	-0.5	9.4
O=C(N/C(=C/c1ccc(Br)cc1)C(=O)N1CCCC1=O)c1ccco1	1.3	0.3	9.2	2.9	-6.6	7.6	100.0	0.2	-10.3	15.1
CC(C(=O)N1CCN(c2ccc(Cl)cc2)CC1)c1ncc(C(F)(F)F)cc1Cl (centres undefined)	1.3	0.3	0.8	-8.5	-12.0	-0.4	94.0	5.6	-3.6	-18.9
Cc1ccc(S(=O)(=O)N(C)c2ccc(C(=O)NCC(c3cccs3)N3CCOCC3)cc2)cc1 (centres undefined)	-2.3	-0.2	-3.8	-2.6	-3.3	1.3	97.0	-2.9	-3.8	-0.6
COc1cccc(COc2ccc(N(C)S(=O)(=O)c3ccccc3)cc2)c1	4.4	-0.1	-2.5	-7.0	1.4	-3.1	97.0	-0.1	12.0	-11.5
CC(C)N(Cc1ccccc1)C(=O)CN1C(=O)NC2(CCCCCC2)C1=O	-6.5	-0.2	8.0	-2.1	-1.7	0.1	91.0	-0.3	-5.9	2.2
CCCCc1ccc(S(N)(=O)=O)cc1	-2.4	-0.1	1.2	10.2	-2.1	3.3	108.0	-0.1	-9.7	-9.2
COc1ccc(/C=N/NC(=O)c2nnn(-c3nonc3N)c2CN(C)c2ccccc2)cc1	-1.0	-0.4	0.9	-7.4	-0.2	1.3	95.0	-2.6	-0.9	9.0
CS(=O)(=O)N(CC(=O)Nc1ccc(F)c(F)c1)c1cccc([N+](=O)[O-])c1	9.6	0.0	-5.7	-13.8	-2.5	2.1	104.0	-2.1	4.9	2.0
CCCCCc1ccc(CC(=O)O)cc1	-0.8	-0.1	6.4	-5.6	18.6	1.9	109.0	-0.8	10.9	0.2
O=C(O)COc1ccc(Br)cc1C(c1c(C(=O)O)[nH]c2ccccc12)c1c(C(=O)O)[nH]c2ccccc12	3.2	0.0	-0.2	.	-3.2	-1.2	92.0	-0.4	-5.2	-4.8
COc1cccc(NC(=O)CN2CCN(S(=O)(=O)c3ccc(C(C)C)cc3)CC2)c1	-1.3	0.2	-0.7	.	-8.8	-1.7	100.0	0.8	-2.4	-14.7
CCC(C)C(NC(=O)OC(C)(C)C)C(=O)NC(C)C(N)=O (centres undefined)	5.5	-0.2	-1.6	-13.4	.	-0.9	98.0	-1.0	-1.4	-2.7
CCc1cccc(OC2OC(CO)C(O)C(O)C2NC(C)=O)c1 (centres undefined)	-1.8	0.1	10.6	107.1*	-4.8	3.1	101.0	2.4	-2.4	-7.7
COc1ccc(-c2[nH]nc3c2C(c2ccncc2)C(C#N)=C(N)O3)cc1 (centres undefined)	-43.1	0.0	-0.3	-4.7	-1.7	-0.9	99.0	0.0	3.2	14.8
COc1ccc(/C=N/n2cnnc2)cc1Oc1nc(Cl)ncc1F	10.8	0.0	-1.9	3.1	-4.1	-0.6	97.0	-1.0	0.0	1.6
CC1(C)CC(=O)c2cc(NC(=O)c3ccccc3)c(=O)oc2C1	1.8	0.2	3.2	-4.9	1.2	0.6	97.0	0.7	4.3	-7.2
COc1ccc2cc(C(=O)COC(=O)COc3ccc4c(C)cc(=O)oc4c3)ccc2c1	19.6	0.1	1.6	-9.2	2.2	3.2	102.0	2.2	7.1	34.7
Cc1ccc(C)c(NC(=S)NCc2ccc3c(c2)OCO3)c1	2.2	-0.2	-6.5	.	-8.1	-0.3	83.0	0.9	8.5	1.3
O=C(Nc1ccc(C2CCCCC2)cc1)C1CCN(c2ncccn2)CC1	-3.6	0.0	6.1	-4.3	-0.2	1.2	98.0	0.9	7.9	-1.1
CCOC(=O)N/N=C/c1cn(Cc2ccc(F)cc2)c2ccccc12	0.9	-0.1	-9.8	-4.2	-9.4	-9.7	88.0	4.3	12.4	-7.0
CC(=O)Nc1ccc(C(=O)CCl)cc1	11.1	-0.1	3.3	.	19.9	2.0	97.0	-1.1	.	-9.4
CCN1CCN(S(=O)(=O)Cc2ccccc2Cl)CC1	-0.7	0.0	0.7	-3.5	-1.4	1.7	99.0	-2.8	2.5	-6.0
Cc1[nH]c(=O)c(S(=O)(=O)c2ccccc2)c(C)c1Cl	-2.9	0.1	-0.6	-4.4	-4.7	2.5	93.0	-0.1	21.8	-0.3
CC(C)(C)OC(=O)C(C)(C)Sc1nnc(N)s1	7.8	0.1	4.9	4.7	-6.5	1.1	89.0	1.9	-4.4	-6.1
CC1C(C(=O)Nc2ccccc2)CCCC1(C)C(=O)O (centres undefined)	-3.1	-0.1	-3.1	-3.9	0.7	2.2	96.0	-2.2	-5.6	2.8
CCOC(=O)C(C)Sc1nnc2n1C(C)(C)Cc1ccccc1-2 (centres undefined)	28.3	0.1	0.7	-6.0	-0.3	-0.1	100.0	-0.3	0.1	-1.7
Cc1cccc(-c2cc(NCCc3cccnc3)n3nccc3n2)c1	-1.2	0.2	4.0	-2.5	1.3	7.8	100.0	-1.7	-55.6	1.2
COC(=O)c1ccc(CSc2nc3c(cnn3-c3ccc(Cl)cc3)c(=O)[nH]2)o1	10.1	-0.1	-0.2	.	4.6	5.3	95.0	2.4	-7.3	-10.6
Cn1ccc(C(=O)OCC(=O)c2ccccc2)n1	17.3	-0.2	3.8	-8.6	-0.5	1.4	100.0	2.5	4.5	5.8
COc1ccccc1CCNC(=O)CSc1ccc(-c2ccco2)nn1	6.3	0.2	1.7	0.3	-2.2	-0.6	106.0	-1.5	-1.6	3.4
O=C(/C=C/c1ccc2ccccc2n1)c1cc(Br)ccc1O	15.2	-0.2	-5.2	-5.5	-7.1	1.2	165.0	1.6	-4.6	-4.2
CSc1nnc(-c2cnccn2)n1Cc1ccccc1	9.0	0.0	-2.9	-7.9	10.5	1.0	105.0	-0.4	-0.3	6.8
CCCCNC(=S)Nc1ccc2cn[nH]c2c1	3.7	-0.3	1.8	-4.1	-0.6	-0.8	96.0	-1.3	6.9	-2.3
COc1ccc(C(=O)/C=C/c2ccc3c(c2)OCCO3)cc1	3.6	-0.2	-0.4	5.2	1.8	2.2	96.0	0.9	-4.3	0.9
COC(=O)n1c(=O)oc2cc(S(=O)(=O)N3CCCCC3)ccc21	7.3	0.2	0.2	-8.2	-7.0	4.0	100.0	-1.6	-3.2	-1.6
CC1(C)CC(=O)c2sc(NS(=O)(=O)c3ccccc3)nc2C1	-5.2	-0.1	-6.3	-6.5	14.3	1.2	91.0	-2.2	7.3	-0.1
CCOC(=O)c1sc(NC(=O)Nc2cccc(Cl)c2)cc1C	3.0	0.4	-2.3	-5.5	-22.2	-9.8	91.0	0.6	-7.2	-1.2
COc1ccc(C2(C)NC(=O)N(CC(=O)c3ccc4c(c3)OCO4)C2=O)cc1 (centres undefined)	3.4	0.4	-0.5	.	.	4.7	96.0	-1.4	6.6	-4.8
COc1ccc(OC)c(NC(=S)N2CCCC2)c1	-5.9	0.0	-1.0	-3.8	-3.6	1.8	93.0	-3.0	2.0	1.9
CC1=C(C(=O)Nc2ccc(C)cc2)C(c2ccco2)NC(=O)N1 (centres undefined)	1.2	-0.3	0.2	.	7.6	1.3	108.0	-0.3	0.3	2.1
O=C1C(Cl)=C(NC2CCCCC2)C(=O)N1Cc1ccccc1	-7.3	0.1	2.2	-4.0	2.1	7.0	103.0	-1.6	-10.3	-2.8
CCN1CCCC1CNC(=O)c1csc2c1CCCC2 (centres undefined)	-2.7	0.2	0.8	-7.5	-0.1	-4.5	101.0	-0.2	-0.6	-3.1
O=c1[nH]c2sc3c(c2c2nncn12)CCCC3	2.8	-0.6	1.3	-3.8	-6.2	1.9	94.0	-0.2	-2.1	9.3
CCOC(=O)c1cc(C#N)c(Oc2ccccc2)nc1-c1ccccc1	6.2	0.4	7.2	.	3.1	-0.9	83.0	3.3	-1.1	-24.5
CCn1cc(C(=O)O)c(=O)c2cnc(N3CCN(C(=S)NC(=O)c4ccccc4)CC3)nc21	16.4	0.0	-3.5	10.5	-4.7	-0.3	101.0	0.0	-8.2	-9.7
Cc1cn2c(-c3ccc(Cl)cc3)nnc2s1	3.1	0.0	2.1	-4.0	22.6	-1.0	101.0	1.2	.	-12.1
CCOc1c(C(N)=O)cc([N+](=O)[O-])cc1[N+](=O)[O-]	7.5	0.0	-5.2	-2.4	5.8	1.6	97.0	-0.8	12.5	-3.7
Cc1cc(C(=O)Nc2ccc(Br)cc2)c2ccccc2n1	3.6	-0.1	-5.0	-18.3	-1.5	-2.1	102.0	-1.8	8.0	-5.7
O=C1C=C(c2cccc(Cl)c2)C[C@@H](c2ccc3c(c2)OCO3)C1	1.4	0.2	-2.1	-13.1	2.1	-4.0	100.0	-0.1	5.9	1.1
C[C@@H]1CN([C@@H](C)CO)C(=O)CCCn2nncc2CO[C@H]1CN(C)C(=O)c1ccncc1	7.2	0.2	7.2	-6.5	.	1.0	97.0	-1.4	-6.0	-0.3
C=CCn1c(SCC#N)nc2ccccc2c1=O	7.8	0.1	3.6	-5.1	-11.2	-0.9	93.0	0.7	-3.7	3.2
